Source: PubChem
IL2 activator = activates IL-2 in a cell-based reporter assay; IL-2 activation reporter assay, cell-based qHTS; stimulated with anti-CD3/CD4/CD28 beads; in transgenic mouse T cells; activation, % (series mostly up to about 46 µM); 360,000 tested, 0.065% active; AID 652025; in the data active = activation above about 50%; inconclusive = mostly about 30% to 49%; note: 0% is about no effect
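EGFP and DsRed fluorescence is measured by plate cytometry in unstimulated transgenic mouse T cells exposed to compound for 60 minutes, then stimulated 18 hours at 37 degrees C with anti-CD3/anti-CD4 beads plus anti-CD28.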
GLP-1R agonist = agonists of human GLP-1 receptor; 380,000 tested, 0.007% active; Potency, µM (titrated, usually from 45.6 µM), inactives show at the highest dose activation, hits mostly activators; AID 624172; P43220; HEK293 GLP-1R CRE-luciferase, luminescence, 4-6 h; cells express a hypersensitive GLP-1R form; note: potency is the fitted concentration of half-maximal effect; % of control where 0% means no effect
PTHR1 ag = activates the human parathyroid hormone receptor PTHR1. HEK293 GP2 PTHR1 cells, GloSensor cAMP luminescence, 1 h. Potency, µM (titrated, usually from 115 µM), for inactives: top-dose activation, most hits filed as activators. 410,000 tested, 0.075% active. AID 743266; note: potency is the fitted concentration of half-maximal effect; nearly all actives have a fitted effect of over 55% in size; some results filed as inactive show a strong effect at the top dose; inactives centre near -15; many of its hits are not listed in these tables
Target sequence (Q03431 whole entry, looked up): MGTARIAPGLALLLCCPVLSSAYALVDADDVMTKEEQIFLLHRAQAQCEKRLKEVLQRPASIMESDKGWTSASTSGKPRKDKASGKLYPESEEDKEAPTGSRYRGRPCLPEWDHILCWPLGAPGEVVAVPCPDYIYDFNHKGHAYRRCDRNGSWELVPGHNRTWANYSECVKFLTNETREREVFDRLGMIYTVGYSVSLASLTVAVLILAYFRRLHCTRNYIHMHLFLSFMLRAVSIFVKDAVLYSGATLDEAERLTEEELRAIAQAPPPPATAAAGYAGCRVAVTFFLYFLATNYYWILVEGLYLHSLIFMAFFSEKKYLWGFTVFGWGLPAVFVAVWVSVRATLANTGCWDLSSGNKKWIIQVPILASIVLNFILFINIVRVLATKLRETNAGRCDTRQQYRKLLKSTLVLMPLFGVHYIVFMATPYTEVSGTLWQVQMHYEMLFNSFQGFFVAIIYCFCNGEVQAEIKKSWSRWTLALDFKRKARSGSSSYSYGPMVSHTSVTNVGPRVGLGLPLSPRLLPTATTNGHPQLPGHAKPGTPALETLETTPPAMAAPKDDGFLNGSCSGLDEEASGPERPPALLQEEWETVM
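HEK-293-derived GP2 cells expressing PTHR1 and a GloSensor cAMP reporter, 3,000/well, plated overnight, given luciferin plus IBMX (each 0.5 mM as added) for 1 h at 37 °C, then compound for 1 h at 37 °C. Luminescence was read after 15 min at room temperature.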
EPAC1 ag = agonists of human EPAC1. Potency, µM (series often up to 154 µM), for inactives: at the highest dose activation, most hits filed as activators. 360,000 tested, 0.073% active. O95398. EPAC1 agonist qHTS, biochemical assay; response scale: 100% = response to 6.5 mM cAMP. AID 720707; note: potency is the fitted concentration of half-maximal effect; nearly all actives have a fitted effect of over 60% in size
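Compounds were pinned as a concentration titration into mixtures of EPAC1 (100 nM), BODIPY-GDP-loaded Rap1B (250 nM) and GDP (50 uM). After 5 min at room temperature, fluorescence was followed for 30 min; activity was scaled to 6.5 mM cAMP.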
PLK1 PBD block = blocks phosphopeptide binding to human PLK1 polo-box domain; Plk1 PBD binding of FITC phosphopeptide, fluorescence polarization; Potency, µM, inactives show max response, negative = inhibition, actives largely listed as inhibitors; 360,000 tested, 2.8% active; AID 720504; note: potency is the fitted concentration of half-maximal effect; series mostly up to about 57 µM; % is set by controls: 0 for no effect and ±100 for the full control effect; nearly all actives have a fitted effect of over 65% in size
PI5P4Ka inh = PI5P4K alpha (human) kinase inhibition. PI5P4Kalpha enzyme, ADP-Glo luminescence, 60 min; active compounds read low. 330,000 tested, 1.2% active. max response, %. AID 652105; active = max response of -50% or lower; inconclusive = between -30% and -50%; inactive = -30% or higher; note: value at the top dose of about 77 µM; % is set by controls: 0 for no effect and ±100 for the full control effect
Target sequence (P48426 whole entry, looked up): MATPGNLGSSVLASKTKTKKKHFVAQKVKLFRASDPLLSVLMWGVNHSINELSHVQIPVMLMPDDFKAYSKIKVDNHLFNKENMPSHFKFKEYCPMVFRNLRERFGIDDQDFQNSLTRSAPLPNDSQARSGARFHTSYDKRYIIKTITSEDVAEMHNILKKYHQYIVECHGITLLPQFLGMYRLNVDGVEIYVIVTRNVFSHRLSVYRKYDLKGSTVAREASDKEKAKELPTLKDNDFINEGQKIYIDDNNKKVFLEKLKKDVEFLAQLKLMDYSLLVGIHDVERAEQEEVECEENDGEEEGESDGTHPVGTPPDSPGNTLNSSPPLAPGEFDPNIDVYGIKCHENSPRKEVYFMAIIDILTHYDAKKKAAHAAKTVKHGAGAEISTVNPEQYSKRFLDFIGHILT
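PI5P4Kalpha ADP-Glo assay; 5 microM ATP final; 60 min RT reaction; HEPES pH 7.4/EGTA/CHAPS, 5% DMSO; controls lacking substrate or enzyme; luminescent end-point.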
HEK293 tox = cytotoxicity counter-screen for GLP-1 receptor inverse agonists; HEK293 cAMP-luciferase reporter cells, luminescence, 24 h; 410,000 tested, 0.13% active; Potency, µM (highest dose often 38.3 µM), for the others: top-dose activity change, negative = inhibition, most hits filed as inhibitors;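 note: loss of luciferase light is scored as toxicity; potency is the fitted concentration of half-maximal effect; % is set by controls: 0 for no effect and ±100 for the full control effect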
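Cells in DMEM/10% Nu serum/1% pen-strep, 1536-well format. Pre-incubated 12 h, dosed with 23 nL compound, incubated a further 24 h. Luciferase detection, 12 min at room temp, luminescence.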
GLP1R inv ag = acts as inverse agonist at human GLP-1 receptor. HEK293 GLP-1R CRE-luciferase, luminescence, 24 h; GLP-1R form is constitutively active. Potency, µM (titrated, usually from 38.3 µM), for inactives: at the highest dose activity change, negative = inhibition, usual class: inhibitors. 410,000 tested, 1.6% active. AID 624417; note: potency is the fitted concentration of half-maximal effect; % is set by controls: 0 for no effect and ±100 for the full control effect; nearly all actives have a fitted effect of over 55% in size
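Inverse agonists were sought by their lowering of basal cAMP reporter luciferase output in HEK293 cells stably carrying constitutively active human GLP-1R, after 24 h compound treatment.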
EPAC1 antag = antagonists of human EPAC1; O95398; EPAC1 GEF assay, Rap1b-BODIPY-GDP exchange fluorescence; Potency, µM (titrated, usually from 115 µM), without a hit: at the highest dose activity change, negative = inhibition, most hits filed as inhibitors; 360,000 tested, 0.14% active; AID 720709;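 note: potency is the fitted concentration of half-maximal effect; plate controls were vehicle for no effect and positive control for full effect; nearly all actives have a fitted effect of over 50% in size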
Active calls of the source: *; i = inactive; u = inconclusive; x = no result given; & = joins results of further samples; [ ] = another dose, or the depositor's remark. Unless noted, calls come from the whole dose curve; as a rule, active = well fitted curve in the direction sought with a large enough effect; inconclusive = small, poorly fitted or top-dose-only effect, or another doubt; inactive = no such curve, though single readings can be large; an effect the other way counts as inactive or inconclusive. Some of the compounds tested (hit frequency here may not be typical).

molecule	IL2 activator	GLP-1R agonist	PTHR1 ag	EPAC1 ag	PLK1 PBD block	PI5P4Ka inh	HEK293 tox	GLP1R inv ag	EPAC1 antag
COc1ccc(S(=O)(=O)N2N=C(c3ccc(NS(C)(=O)=O)cc3)CC2c2ccco2)cc1 (stereo not drawn)	-4.0	8%	i	4%	-9%	0	-5%	3%	14%
COc1ccc(CN(CCNC(=O)CCCCC(=O)NCCN(Cc2ccc(OC)cc2)C(C)C)C(C)C)cc1	-0.4	9%	i	-3%	-9%	0	-25%	u	-4%
C/C(=N\NC(=S)Nc1cccc(C)c1)c1ccccc1	-3.7	0%	-30%[inhibitor]	-2%	-3%	0	u	u	8%
CCn1c(=O)cc(SCC(=O)Nc2cccc(SC)c2)c2ccccc21	-1.9	1%	-12%[57.5 µM]	15%	-10%	7	-7%	24%	2%
C=C(C)c1ccccc1	0.5	-2%	i	-11%	1%	0	1%	12%	4%
O=C(COC(=O)c1ccccc1Nc1ccccc1F)c1ccccc1	-3.8	16%	i	1%	-6%	2	1%	u	-18%
Cc1ccc(C)c(N(CC(=O)NC2CCCCC2)C(=O)c2snc(C(N)=O)c2N)c1	0.1	11%	-14%	-2%	-1%	7	5%	-20%	1%
COc1cc2[nH]c(=O)n(CCC(=O)NCCCN3CCN(c4ccccc4F)CC3)c(=O)c2cc1OC	0.2	21%	-14%	-1%	-5%	2	-10%	-2%	-17%
CC(C)(C)OC(=O)NCCOC(=O)c1[nH]cnc1C(=O)NCc1ccccc1	-0.1	2%	i	-2%	-5%	0	u	25%	-7%
Cc1cc(NC(=O)CSc2nnc(C3CC3)n2N)c([N+](=O)[O-])cc1C	1.3	9%	i	-2%	1%	-2	-16%	82%[activator]	3%
COc1cccc(C(=O)COC(=O)C(C)N2C(=O)c3ccccc3C2=O)c1 (stereo not drawn)	1.4	1%	i	8%	-3%	x	3%	-1%	-1%
O=C(Cc1ccccc1F)OCN1C(=O)c2ccccc2C1=O	-0.1	-4%	i	7%	-2%	1	5%	40%[activator]	11%
O=C(NCC1CCCN1S(=O)(=O)c1cccs1)c1ccccc1F (stereo not drawn)	-1.2	0%	-13%	-2%	-5%	-9	4%	20%	15%
Nc1ncnc2c1C1(CCCCC1)Cc1ccccc1-2	-0.5	12%	i	1%	-5%	-24	-17%	u	4%
CC(=O)Nc1cccc(/C(C)=N/NS(=O)(=O)c2ccc(C)cc2)c1	3.3	-1%	i	13%	-8%	0	-5%	11%	-11%
Cc1cc(N2CCN(C(=O)c3ccco3)CC2)n2ncnc2n1	0.7	4%	-1%[57.5 µM]	-6%	-8%	-5	0%	12%	14%
CC(=NNC(=S)N1CCCCCC1)c1ccccn1	-0.7	-10%	-90%[inhibitor]	8%	-29%	2	-12%	u	-9%
Cc1ccccc1NC(=O)CN1C(=O)CSc2ccccc21	1.5	10%	i	3%	-3%	-7	8%	9%	7%
O=C(CC1C(=O)NCCN1Cc1ccc(F)cc1Cl)NCc1ccon1 (stereo not drawn)	-1.3	-2%	i	-5%	-13%	3	9%	20%	19%
COc1cccc(CNS(=O)(=O)c2c(C)nc3sccn3c2=O)c1	-1.1	-4%	i	3%	-1%	3	-2%	11%	4%
CCOc1ccc(N(CC(=O)Nc2cc(OC)cc(OC)c2)S(=O)(=O)c2c(C)[nH]c(=O)[nH]c2=O)cc1	0.4	3%	-30%	2%	-10%	-2	3%&10%	6%&-2%	u
O=C(Cc1ccc(-c2ccccc2)cc1)N1CCOCC1	-0.6	-4%	-4%[57.5 µM]	6%	-15%	1	6%	-3%	-7%
CC/C(=N\NC(=O)C1CCCC1)c1ccc(Br)cc1	0.2	-3%	-19%	12%	-4%	-1	0%	-5%	-3%
COc1ccc(S(=O)(=O)Oc2ccc3cccc(N)c3c2)cc1	0.1	12%	-4%	5%	-1%	-3	-28%	u	-12%
CC1=CC(C)(C)NC(=S)N1c1ccccc1C	0.8&-3.4	16%&7%	-3%&-9%	5%&12%	-14%&-10%	-4&5	u	u	-30%&-27%
O=C(O)C1CCCCN1S(=O)(=O)c1ccc(Cl)s1 (stereo not drawn)	-1.5	-5%	-24%	-15%	-6%	3	-18%	-12%	-4%
COc1ccc(C(=O)Nc2c(C(C)(C)C)nn(C)c2C(C)(C)C)cc1	-4.2	4%	-14%	-6%	-3%	-2	15%	-21%	-15%
O=C(NNS(=O)(=O)c1ccccc1)C1CCN(S(=O)(=O)c2ccccc2)CC1	-3.6	10%	i	-4%	u	-4	-15%	-10%	-2%
COc1ccc2cc3cc(C(=O)Nc4ccc5c(c4)OCCO5)oc3nc2c1	-1.1	1%	-35%[inhibitor]	0%	2%	-4	-28%	-2%	-1%
Cc1ccc(C)c(S(=O)(=O)N(C)c2ccc(OC(=O)CN3C(=O)NC4(CCCC4)C3=O)cc2)c1	-0.2	0%	-2%	5%	1%	5	-15%	-23%	-21%
O=C(NN1C(=O)C2C(C1=O)C1C=CC2C12CC2)c1ccccc1Cl (stereo not drawn)	-0.9	10%	-61%[inhibitor]	4%	-4%	0	-4%	2%	-1%
O=S(=O)(Nc1ccc(-c2cn3cccnc3n2)cc1)c1ccccc1	0.9	6%	-94%[inhibitor]	-14%	-9%	14	5%	73%[activator]	-2%
COc1cccc(C(=O)c2ccncc2C(=O)O)c1OC	-3.1	-2%	-3%	-17%	6%	-1	-23%	18%	12%
CC1(C(=O)NS(=O)(=O)C2CC2)CCCN(C(=O)COc2ccccc2)C1 (stereo not drawn)	0.8	1%	i	2%	-2%	1	1%	24%	0%
NS(=O)(=O)c1ccc(-n2ncc3c(=O)[nH]c(SCC(=O)Nc4nccs4)nc32)cc1	-2.1	-2%	-14%	-7%	-22%	-29	16%	7%	-12%
CC1=C(C(=O)Nc2cccnc2)C(c2ccccc2)n2nc(SCc3ccccc3F)nc2N1 (stereo not drawn)	x	2%	-5%	x	x	x	-18%	-2%	x
CC(C)CCn1c(=O)c2sccc2n2c(CCCC(=O)N3CCN(c4ccccn4)CC3)nnc12	-2.6	2%	-19%	8%	-13%	-9	-17%	9%	14%
CN(Cc1cccc(F)c1)C(=O)CNS(=O)(=O)c1ccc2ccccc2c1	2.5	18%	i	-5%	-4%	-9	-8%	5%	0%
CCCN(CCC)CC(O)CN1C(=O)N(CN2C(=O)N(CC(O)CN(CCC)CCC)C(=O)C2(C)C)C(C)(C)C1=O (stereo not drawn)	-0.3	8%	i	-2%	-3%	1	u	-14%[7.66 µM]	-8%
CN(C)C(=O)CCSc1nnc(-c2ccncc2)o1	-0.8	1%	-11%	-1%	-6%	-3	-16%	48%[activator]	6%

Quoted from the listing:
EPAC1 antag with CN(Cc1cccc(F)c1)C(=O)CNS(=O)(=O)c1ccc2ccccc2c1 : 0%
EPAC1 antag with COc1cccc(C(=O)c2ccncc2C(=O)O)c1OC : 12%

Going on with the list.
molecule	IL2 activator	GLP-1R agonist	PTHR1 ag	EPAC1 ag	PLK1 PBD block	PI5P4Ka inh	HEK293 tox	GLP1R inv ag	EPAC1 antag
O=[N+]([O-])c1ccc(Nc2ccccn2)c([N+](=O)[O-])c1	-2.5	14%	i	0%	-16%	-1	-23%	47%[activator]	-11%
COc1ccc(N(C(=O)c2snc(C(N)=O)c2N)C(C(=O)NCc2ccccc2)c2ccc(O)cc2)cc1 (stereo not drawn)	-2.7	10%	-1%	7%	-1%	-2	-19%	20%	-4%
O=C(O)c1cccc(NC(=O)c2cn(-c3ccccc3)nc2-c2ccc([N+](=O)[O-])cc2)c1	-0.6	6%	u	-1%	-17%	-25	6%	8%	1%
CCCCCC(=O)Nc1nc2ccccc2[nH]1	-3.3	-14%	i	1%	u	x	-4%	0%	13%
COc1ccc(OC)c(/C=C2\Oc3cc(OCC(=O)N4CC(O)C[C@H]4C(=O)O)ccc3C2=O)c1 (stereo partly drawn)	-0.4	-3%	-26%	-21%	-1%	3	41%[activator]	0%	0%
Cn1c2ccccc2c2cnn(CC(=O)Nc3ccccc3F)c(=O)c21	x	-1%	20%	x	x	x	3%	8%	x
Cc1cccc(C(=O)C2CCN(S(=O)(=O)c3ccc(C(=O)O)cc3)CC2)c1	0.6	3%	i	-5%	-7%	2	-23%	13%	-9%
Cc1ccc(-c2c[n+](Cc3ccc(Cl)cc3)c3n2CCC3)cc1	0.0	-3%	i	6%	-5%	-5	-7%	u	1%
Cc1cc(C)c(CSc2nnnn2-c2ccc(C(=O)O)cc2)c(C)c1	-0.6	1%	-17%	-16%	-7%	-19	4%	-28%	-11%
NC(=O)C1=C[C@@H](c2csc3ccccc23)C[C@@H](OCCCCO)O1	0.8	-6%	-18%	-6%	2%	-30	-13%	-10%	-11%
C=C(C)CN(CC)C(=O)CSc1ccc(S(=O)(=O)N2CCN(Cc3ccccc3)CC2)cn1	-3.6	5%	-24%	4%	-8%	11	5%	u	-1%
Cc1ccc(S(=O)(=O)/N=C2\SC(CC(=O)Nc3ccc(F)cc3)C(=O)N2c2ccccc2)cc1 (stereo not drawn)	-0.4	-1%	-8%	-51%[inhibitor]	-8%	6	-15%	-15%	u
COc1ccccc1C(=O)Nc1c(C)n(C)n(-c2ccccc2)c1=O	-0.3	0%	i	-2%	1%	x	0%	-1%	10%
Cn1c(=O)cc(SCC(=O)N2CCN(Cc3ccc4c(c3)OCO4)CC2)c2ccccc21	1.8	-3%	-10%	0%	-4%	13	-7%	2%	0%
CC1CCCN(C(=S)Nc2ccc(F)cc2)C1 (stereo not drawn)	2.7	0%	i	8%	-18%	0	2%	-29%	-3%
Cc1c(C(=O)Nc2ccc3c(c2)OCCO3)oc2ccc(Br)cc12	-0.8	u	-67%	12%	-2%	10	-12%	u	-4%
